ADAM10 inh – human ADAM10 inhibitors, primary screen, biochemical, QFRET, HTS. Disintegrin and metalloproteinase domain-containing protein 10 (Homo sapiens), O14672. recombinant ADAM10, EDANS/DABCYL FRET peptide cleavage, 3 h. inhibition, % at 7 µM. 0.62% of 370,000 active;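 active = inhibition above a per-campaign cutoff equal to the mean of compounds falling between control-based bounds plus 3 SD, cut at about 20% in these data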;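 note: 0% = DMSO wells while the 100% control is not disclosed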
proKLK7 act – proKLK7 zymogen activators, primary screen, biochemical, fluorescence intensity; 0.9% of 370,000 active; activation, % at 7 µM; AID 652039, 2013; purified proKLK7, EDANS-DABCYL substrate fluorescence; 100% is mature enzyme control, 0% vehicle;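 active = activation above the mean of all tested compounds plus 3 SD, computed per campaign excluding outliers beyond control limits, cut at about 13% in these data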
TDP2 absorb – human TDP2 enzyme inhibitors, primary screen, biochemical, epi absorbance, recombinant enzyme; Tyrosyl-DNA phosphodiesterase 2 (Homo sapiens), O95551; T5PNP hydrolysis, p-nitrophenol absorbance 415 nm; inhibition, % at 12.8 µM; 0.34% of 370,000 active;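 active = inhibition above the mean of all tested compounds plus 3 SD, set per campaign, cut at about 25% in these data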;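 note: 0% = DMSO with enzyme and 100% = buffer with substrate but no TDP2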
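System – recombinant human TDP2 · Quantity – TDP2 enzyme at 120 nM final · Doses – single concentration, 12.8 µM nominal, with 1% DMSO · Incubation – 2 h at 37 °C · Measured by – epi absorbance of p-nitrophenol freed from T5PNP by hydrolysis · Read-out – % inhibition relative to enzyme-containing and enzyme-free wells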
PLCg1 inh – PLC-gamma1 enzyme inhibitors, primary screen, biochemical, fluorescence, purified enzyme; inhibition, % at 12.2 µM; 0.84% of 370,000 active; fluorogenic substrate; AID 720700, 2013; in the data active = inhibition above about 9.5%
Target sequence (P19174 whole entry, looked up): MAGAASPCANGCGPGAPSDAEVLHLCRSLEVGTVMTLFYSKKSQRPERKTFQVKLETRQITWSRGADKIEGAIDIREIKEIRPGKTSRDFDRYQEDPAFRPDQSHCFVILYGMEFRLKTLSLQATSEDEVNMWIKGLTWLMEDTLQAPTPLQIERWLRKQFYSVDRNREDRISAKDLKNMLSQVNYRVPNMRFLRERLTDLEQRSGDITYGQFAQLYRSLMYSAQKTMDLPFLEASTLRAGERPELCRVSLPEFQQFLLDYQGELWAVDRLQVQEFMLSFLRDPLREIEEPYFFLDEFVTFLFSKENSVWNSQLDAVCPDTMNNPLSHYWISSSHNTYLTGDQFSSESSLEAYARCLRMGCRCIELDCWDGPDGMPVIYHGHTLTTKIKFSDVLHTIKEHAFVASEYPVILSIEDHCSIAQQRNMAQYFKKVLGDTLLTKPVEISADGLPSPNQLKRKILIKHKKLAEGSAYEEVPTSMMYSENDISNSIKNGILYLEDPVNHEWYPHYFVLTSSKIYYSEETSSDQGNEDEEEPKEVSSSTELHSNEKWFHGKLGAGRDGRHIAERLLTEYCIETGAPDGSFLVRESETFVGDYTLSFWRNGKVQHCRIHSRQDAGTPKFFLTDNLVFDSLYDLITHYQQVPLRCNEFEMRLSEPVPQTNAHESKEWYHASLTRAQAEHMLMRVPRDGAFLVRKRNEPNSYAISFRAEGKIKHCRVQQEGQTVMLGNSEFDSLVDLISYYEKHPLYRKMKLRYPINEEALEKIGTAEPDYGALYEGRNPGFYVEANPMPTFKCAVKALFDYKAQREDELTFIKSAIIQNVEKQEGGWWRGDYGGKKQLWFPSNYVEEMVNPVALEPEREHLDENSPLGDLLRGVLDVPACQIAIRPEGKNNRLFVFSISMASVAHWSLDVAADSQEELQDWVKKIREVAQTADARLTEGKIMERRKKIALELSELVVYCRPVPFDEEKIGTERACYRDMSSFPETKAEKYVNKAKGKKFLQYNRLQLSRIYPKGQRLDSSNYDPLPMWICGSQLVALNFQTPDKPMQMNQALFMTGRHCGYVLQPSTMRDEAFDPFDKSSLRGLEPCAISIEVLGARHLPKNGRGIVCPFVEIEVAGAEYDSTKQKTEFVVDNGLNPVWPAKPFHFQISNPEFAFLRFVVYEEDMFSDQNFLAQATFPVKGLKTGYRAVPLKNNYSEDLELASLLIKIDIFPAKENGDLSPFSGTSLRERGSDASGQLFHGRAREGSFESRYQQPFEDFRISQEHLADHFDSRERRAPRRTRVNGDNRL
Tn7 DDE FP – inhibitors of Tn7 peptide binding to fibrin DD(E), primary screen, biochemical, fluorescence polarization, human fibrin, Tn7 probe | AID 720508, 2013 | 0.13% of 370,000 active | inhibition, % at 8.3 µM | Fibrinogen beta chain (Homo sapiens), P02675 | FP displacement of FITC-Tn7 peptide from fibrin DD(E); 0% = median of compound wells per plate;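 active = inhibition above the mean of compounds falling within the control limits plus 3 SD of them, cut at about 14% in these data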;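 note: 0% = plate median of compound wells and 100% = 10 µM Aha-Tn7 peptide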
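Assay system: human fibrin DD(E). Input: DD(E) 2 µM final. Medium: Tris buffer with calcium and detergent, pH 7.8. Compound dosing: single point at 8.3 µM. Timing: 10 min plus 3 h, room temperature. Technique: fluorescence polarization of the labelled Tn7 tracer. Read-out: percent inhibition. Replicates: singlicate testing.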
ASAP1 GAP inh – inhibitors of human ASAP1 ArfGAP activity, primary screen, biochemical, fluorescence polarization; ASAP1-stimulated ARF1 GTP hydrolysis, GDP FP detection; 0.19% of 360,000 active; inhibition, % at 16.5 µM; AID 624377, 2012; in the data active = inhibition above about 25%;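 note: 0% = vehicle with enzyme and substrate and 100% = no enzyme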
ARFGAP1 inh – inhibitors of rat ARFGAP1 GAP activity, primary screen, biochemical, fluorescence polarization, GDP tracer; ADP-ribosylation factor GTPase-activating protein 1 (Rattus norvegicus), Q62848; Arfgap1-stimulated ARF1 GTP hydrolysis, GDP FP detection; inhibition, % at 16.5 µM; 0.26% of 360,000 active;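 active = inhibition above a per-plate limit, mean inhibition of low control wells plus 3 SD, cut at about 25% in these data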;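 note: 0% = DMSO wells with enzyme and 100% = wells lacking Arfgap1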
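system = rat Arfgap1 catalytic domain, aa 1-136 | technique = FP, GDP Alexa 633 tracer displaced from anti-GDP antibody, 620/688 nm | compound = one concentration, 16.5 µM, DMSO 1.26% | medium = HEPES-based buffer, pH 7.5 | timing = compound-enzyme preincubation 20 min, reaction 120 min, detection 60 min, 25 °C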
DDE Tn6 FP inh – inhibitors of Tn6 peptide binding to fibrin DD(E), primary screen, biochemical, fluorescence polarization, human fibrin, Tn6 probe; Fibrin DD(E) TRITC-Tn6 fluorescence polarization displacement; inhibition, % at 8.3 µM; 0.21% of 370,000 active; AID 720509, 2013;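 active = inhibition above a per-campaign cutoff: mean of compounds within control limits plus 3 SD, cut at about 15% in these data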;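 note: 0% = median of all compound wells on the plate and 100% = blocking peptide control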
LEDGF integ inh – blockers of LEDGF/p75-dependent integrase strand transfer – biochemical, TR-FRET, high throughput, primary screen; HIV-1 integrase (with human LEDGF/p75); TR-FRET IN-LEDGF/p75 DNA integration, Eu/Cy5; inhibition, % at 3.7 µM; 0.64% of 370,000 active; AID 743269, 2014;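 active = inhibition above the screen-wide mean plus 3 SD, cut at about 13% in these data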;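 note: signal is the Cy5 over europium emission ratio at 671 and 618 nm; 0% = plate median of compound wells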
ADAM17 inh – ADAM17 inhibitors, primary screen, biochemical, QFRET; recombinant ADAM17, EDANS/DABCYL FRET peptide cleavage; inhibition, % at 6.95 µM; 0.83% of 370,000 active;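 active = inhibition above the mean of compounds lying between control limits plus 3 SD, set per campaign, cut at about 8.5% in these data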;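 note: 0% = DMSO-only wells as the low control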
The depositor's hits bear a star.

Results for CCCCC(=O)N1CCN(C(=O)c2ccc3nc(C)n(C4CCCC4)c3c2)CC1 ?
ADAM10 inh: -5; proKLK7 act: -0.3; TDP2 absorb: 2; PLCg1 inh: -1; Tn7 DDE FP: -2; DDE Tn6 FP inh: -2; LEDGF integ inh: 5; ADAM17 inh: -2

What do the screens show for `CC(C(=O)OCC(=O)NC1CCCC1)N1C(=O)c2ccccc2C1=O` (stereo not drawn)?
ADAM10 inh: -10; proKLK7 act: -0.7; TDP2 absorb: 2; PLCg1 inh: 2; Tn7 DDE FP: 3; ASAP1 GAP inh: 3; ARFGAP1 inh: -7; DDE Tn6 FP inh: -7; LEDGF integ inh: -2; ADAM17 inh: -5

Results for CSc1nc(NC(C)=O)nc(C)c1Br ?
ADAM10 inh: 1; proKLK7 act: -0.3; TDP2 absorb: -6; PLCg1 inh: 4; Tn7 DDE FP: -10; ASAP1 GAP inh: 2; ARFGAP1 inh: 6; DDE Tn6 FP inh: 0; LEDGF integ inh: 1; ADAM17 inh: 0

What do the screens show for `CCOc1c(Br)cc(CNc2ccc(N3CCOCC3)cc2)cc1OC`?
ADAM10 inh: -20; proKLK7 act: 0.7; TDP2 absorb: 14; PLCg1 inh: -40; Tn7 DDE FP: 1; ASAP1 GAP inh: -10; ARFGAP1 inh: 7; DDE Tn6 FP inh: 5; LEDGF integ inh: 7; ADAM17 inh: -8

Results for CC(C)=C1C2CC2C2C(C(=O)O)C12 (stereo not drawn) ?
ADAM10 inh: 6; proKLK7 act: -0.7; TDP2 absorb: 6; PLCg1 inh: 1; Tn7 DDE FP: -2; ASAP1 GAP inh: 7; ARFGAP1 inh: -6; DDE Tn6 FP inh: 2; LEDGF integ inh: 4; ADAM17 inh: -1

How did COCCCNC(=O)CN1C(=O)CSc2ncccc21 do in these assays?
ADAM10 inh: -7; proKLK7 act: -0.7; TDP2 absorb: 4; PLCg1 inh: 2; Tn7 DDE FP: 5; ASAP1 GAP inh: -8; ARFGAP1 inh: -2; DDE Tn6 FP inh: 1; LEDGF integ inh: 1; ADAM17 inh: -5

Results for CCOC(=O)C(C)c1n[nH]c(=O)c2ccccc12 (stereo not drawn) ?
ADAM10 inh: -3; proKLK7 act: -0.1; TDP2 absorb: -9; PLCg1 inh: -2; Tn7 DDE FP: -6; ASAP1 GAP inh: -15; ARFGAP1 inh: -7; DDE Tn6 FP inh: 5; LEDGF integ inh: 2; ADAM17 inh: 2

Results for CCCc1nc(SC2CCCC2)c2c(=O)n(C)c(=O)n(C)c2n1 ?
ADAM10 inh: -3; proKLK7 act: -0.2; TDP2 absorb: 7; PLCg1 inh: 0; Tn7 DDE FP: 1; ASAP1 GAP inh: -8; ARFGAP1 inh: -9; DDE Tn6 FP inh: -10; LEDGF integ inh: 3; ADAM17 inh: 1

What do the screens show for `Cc1ccc(OCCCC(=O)NC(C)c2ccccc2)c(C)c1` (stereo not drawn)?
ADAM10 inh: 2; proKLK7 act: 0.3; TDP2 absorb: -17; PLCg1 inh: 3; Tn7 DDE FP: -4; ASAP1 GAP inh: -9; ARFGAP1 inh: 7; DDE Tn6 FP inh: -6; LEDGF integ inh: 2; ADAM17 inh: 1

What do the screens show for `COc1ccc(N2C(=O)c3[nH]nc(-c4ccccc4)c3C2c2cccc(C(F)(F)F)c2)cc1` (stereo not drawn)?
ADAM10 inh: 7; proKLK7 act: -0.3; TDP2 absorb: -9; PLCg1 inh: -2; Tn7 DDE FP: -1; ASAP1 GAP inh: -6; ARFGAP1 inh: -8; DDE Tn6 FP inh: 2; LEDGF integ inh: -1; ADAM17 inh: 8

Results for CCCCS(=O)(=O)N1CCC(C(=O)Oc2ccccc2OC)CC1 ?
ADAM10 inh: -2; proKLK7 act: 0.1; TDP2 absorb: 1; PLCg1 inh: 5; Tn7 DDE FP: -10; ASAP1 GAP inh: 1; ARFGAP1 inh: 8; DDE Tn6 FP inh: -10; LEDGF integ inh: 2; ADAM17 inh: -3

What do the screens show for `c1ccc(OCCCn2ccnc2)cc1`?
ADAM10 inh: 6; proKLK7 act: -0.6; TDP2 absorb: -8; PLCg1 inh: -1; Tn7 DDE FP: -3; ASAP1 GAP inh: 1; ARFGAP1 inh: -2; DDE Tn6 FP inh: 0; LEDGF integ inh: 1; ADAM17 inh: 0

What do the screens show for `CCCN(CC(=O)Nc1ccccc1C)C(=O)c1ccc(Cl)c(S(=O)(=O)N2CCCC2)c1`?
ADAM10 inh: -9; proKLK7 act: 0.7; TDP2 absorb: -3; PLCg1 inh: 5; Tn7 DDE FP: 0; ASAP1 GAP inh: -6; ARFGAP1 inh: 6; DDE Tn6 FP inh: 3; LEDGF integ inh: -5; ADAM17 inh: 2

Results for COCCN1C[C@@H](CO)O[C@@H](n2cnc3c(NCc4ccncc4)ncnc32)C1 ?
ADAM10 inh: -10; proKLK7 act: 0.5; TDP2 absorb: 1; PLCg1 inh: -1; Tn7 DDE FP: -3; ASAP1 GAP inh: 0; ARFGAP1 inh: -18; DDE Tn6 FP inh: 2; LEDGF integ inh: 2; ADAM17 inh: -6

Results for Cn1c(=O)n(Cc2ccccc2)c(=O)c2c1nc1n2CCS1 ?
ADAM10 inh: 3; proKLK7 act: 0.3; TDP2 absorb: 8; PLCg1 inh: 5; Tn7 DDE FP: 0; ASAP1 GAP inh: 2; ARFGAP1 inh: 11; DDE Tn6 FP inh: -2; LEDGF integ inh: -2; ADAM17 inh: -2

How did CC(C)OC(=O)CC1C(=O)NCCN1C(=S)NC(=O)CCc1ccccc1 (stereo not drawn) do in these assays?
ADAM10 inh: -5; proKLK7 act: -0.5; TDP2 absorb: 7; PLCg1 inh: 3; Tn7 DDE FP: 3; ASAP1 GAP inh: -3; ARFGAP1 inh: -8; DDE Tn6 FP inh: -14; LEDGF integ inh: 0; ADAM17 inh: -4

What do the screens show for `Cc1ccc(CNc2ncnc3c2cnn3-c2ccccc2)cc1`?
ADAM10 inh: 4; proKLK7 act: -0.7; TDP2 absorb: 10; PLCg1 inh: 1; Tn7 DDE FP: 2; ASAP1 GAP inh: 3; ARFGAP1 inh: -4; DDE Tn6 FP inh: 7; LEDGF integ inh: -3; ADAM17 inh: 0

How did COc1ccc(/C=c2\s/c(=C/C(=O)c3ccc(C)cc3)[nH]c2=O)c(OC)c1 do in these assays?
ADAM10 inh: -3; proKLK7 act: -1.5; TDP2 absorb: 3; PLCg1 inh: -64; Tn7 DDE FP: 1; ASAP1 GAP inh: 0; ARFGAP1 inh: 3; DDE Tn6 FP inh: -1; LEDGF integ inh: -1; ADAM17 inh: 0

What do the screens show for `CCCC(c1nnnn1C1CCCCC1)N1CCN(C(=O)c2ccco2)CC1` (stereo not drawn)?
ADAM10 inh: -1; proKLK7 act: 0.1; TDP2 absorb: 11; PLCg1 inh: -3; Tn7 DDE FP: 6; ASAP1 GAP inh: 13; ARFGAP1 inh: 0; DDE Tn6 FP inh: 2; LEDGF integ inh: -1; ADAM17 inh: 0

What do the screens show for `Cc1ccc(CNC(=O)CCC(=O)N2CC(C)Oc3ccccc32)cc1` (stereo not drawn)?
ADAM10 inh: -6; proKLK7 act: 0.5; TDP2 absorb: 0; PLCg1 inh: -2; Tn7 DDE FP: 3; ASAP1 GAP inh: -6; ARFGAP1 inh: -7; DDE Tn6 FP inh: 1; LEDGF integ inh: -2; ADAM17 inh: 1

Results for O=C(COC(=O)c1ccc2ccccc2c1O)Nc1ccccc1 ?
ADAM10 inh: -39; proKLK7 act: -0.3; TDP2 absorb: 14; PLCg1 inh: -5; Tn7 DDE FP: 8; ASAP1 GAP inh: 10; ARFGAP1 inh: 10; DDE Tn6 FP inh: 6; LEDGF integ inh: -3; ADAM17 inh: -14

Results for CC(=O)N(c1ccccc1)C1CCCC1 ?
ADAM10 inh: 3; proKLK7 act: -0.2; TDP2 absorb: 7; PLCg1 inh: 3; Tn7 DDE FP: -7; ASAP1 GAP inh: -9; ARFGAP1 inh: -9; DDE Tn6 FP inh: -5; LEDGF integ inh: 1; ADAM17 inh: -2

What do the screens show for `O=C(Sc1ccc(Cl)cc1)c1ccccn1`?
ADAM10 inh: 3; proKLK7 act: -0.3; TDP2 absorb: 11; PLCg1 inh: 1; Tn7 DDE FP: 6; ASAP1 GAP inh: -1; ARFGAP1 inh: -4; DDE Tn6 FP inh: 0; LEDGF integ inh: -3; ADAM17 inh: -3

How did CCOC(=O)N1CCC(Nc2ncnc3c2cnn3-c2ccc(C)cc2C)CC1 do in these assays?
ADAM10 inh: 5; proKLK7 act: 0.7; TDP2 absorb: -3; PLCg1 inh: 4; Tn7 DDE FP: 8; ASAP1 GAP inh: 0; ARFGAP1 inh: -2; DDE Tn6 FP inh: 1; LEDGF integ inh: 2; ADAM17 inh: 3

Results for Cc1cc2c(c(=O)n1CCc1ccccc1)C(C(C)C)C(C#N)=C(N)O2 (stereo not drawn) ?
ADAM10 inh: 2; proKLK7 act: 0.0; TDP2 absorb: -5; PLCg1 inh: -1; Tn7 DDE FP: 2; ASAP1 GAP inh: -2; ARFGAP1 inh: 2; DDE Tn6 FP inh: -1; LEDGF integ inh: 0; ADAM17 inh: -4

Molecules shown so far that have an aryl thioether with sulfur outside any ring, in the order listed:
Results for CSc1nc(NC(C)=O)nc(C)c1Br ?
ADAM10 inh: 1; proKLK7 act: -0.3; TDP2 absorb: -6; PLCg1 inh: 4; Tn7 DDE FP: -10; ASAP1 GAP inh: 2; ARFGAP1 inh: 6; DDE Tn6 FP inh: 0; LEDGF integ inh: 1; ADAM17 inh: 0

Results for CCCc1nc(SC2CCCC2)c2c(=O)n(C)c(=O)n(C)c2n1 ?
ADAM10 inh: -3; proKLK7 act: -0.2; TDP2 absorb: 7; PLCg1 inh: 0; Tn7 DDE FP: 1; ASAP1 GAP inh: -8; ARFGAP1 inh: -9; DDE Tn6 FP inh: -10; LEDGF integ inh: 3; ADAM17 inh: 1

Bioassay records deposited in PubChem by The Scripps Research Institute Molecular Screening Center.
